# hIAP activ: increases human intestinal alkaline phosphatase activity; P09923; purified human IAP, CDP-Star luminescence, 30 min; stronger effect = higher value; 1 = vehicle-only enzyme, 0 = enzyme-free background; activation factor at 10 µM; hit rate 0.16% among 330,000; AID 2524;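 active = activation factor of the enzyme at least 2-fold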; note: the source names both 10 and 20 µM as test concentration; values of inactives mirror those of a sister screen read the other way
# Target sequence (P09923 whole entry, looked up): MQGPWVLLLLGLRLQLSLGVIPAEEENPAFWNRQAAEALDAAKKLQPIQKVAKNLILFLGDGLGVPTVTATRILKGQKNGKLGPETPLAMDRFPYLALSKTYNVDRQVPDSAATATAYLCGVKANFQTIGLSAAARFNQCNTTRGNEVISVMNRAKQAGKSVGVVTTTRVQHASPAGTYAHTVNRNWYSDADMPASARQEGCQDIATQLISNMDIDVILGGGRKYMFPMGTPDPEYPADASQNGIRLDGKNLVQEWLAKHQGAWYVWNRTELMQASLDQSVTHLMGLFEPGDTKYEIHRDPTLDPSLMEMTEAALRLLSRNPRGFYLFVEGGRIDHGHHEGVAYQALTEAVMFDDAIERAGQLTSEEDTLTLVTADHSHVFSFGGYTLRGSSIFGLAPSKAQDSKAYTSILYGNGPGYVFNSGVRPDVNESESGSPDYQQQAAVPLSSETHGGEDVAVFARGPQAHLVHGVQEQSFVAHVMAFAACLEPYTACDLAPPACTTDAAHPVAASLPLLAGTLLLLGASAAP
# beta cell repl: induces beta-cell replication in MIN6 cells; AID 2380; MIN6 cells proliferation, ATPlite luminescence, 48 h; cells starved in 0.2% serum; 100% = growth in 10% serum; proliferation, % at 10 µM; hit rate 0.29% among 330,000;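 active = compounds whose signal lies at least 3.5 SD above the mean of all wells on their plate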;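 note: 0% = DMSO-treated cells in low-serum medium and 100% = 10% serum control; some compounds called inactive have numbers as strong as hits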
# hIAP block: human IAP inhibition | purified IAP, CDP-Star luminescence, 30 min | AID 2544 | inhibition, % at 10 µM | hit rate 0.12% among 330,000 | P09923;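 active = inhibition reaching a set limit with compound at 10 µM in the primary screen, cut at about 35% in these data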;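 note: plate controls were DMSO wells with enzyme for no effect and no-enzyme buffer wells for full effect; values of inactives mirror those of a sister screen read the other way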
# MPTP inh: inhibitors of mitochondrial permeability transition pore; isolated mouse mitochondria, Ca2+ swelling absorbance, 30 min; AID 602449; hit rate 1.4% among 360,000; inhibition, % at 10 µM;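 active = inhibition of 50% or more, scaled per plate between neutral and stimulator controls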;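 note: 0% = DMSO wells given calcium and 100% = 1 mM EGTA wells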
# GRIN3A LBD mod: NR3A (human) ligand-binding domain modulation. NR3A LBD differential scanning fluorimetry, Tm shift; 0% = protein alone, 100% = glycine-bound protein. Tm shift relative to glycine control, % at 25 µM. hit rate 2.5% among 340,000;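 active = melting temperature shift of at least 10% of the positive control shift, at one fixed dose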
# mIAP block: blocks mouse intestinal alkaline phosphatase. purified mouse IAP, CDP-Star luminescence, 30 min. AID 2806. hit rate 0.2% among 330,000. inhibition, % at 10 µM;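 active = inhibition of at least 40% at 10 µM in the primary screen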;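 note: plate controls were DMSO with enzyme for no effect and no enzyme wells for full effect; values of inactives mirror those of a sister screen read the other way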
# mIAP act: mouse IAP activation; muIAP, CDP-Star luminescence, 30 min; stronger effect = higher value; 1 = vehicle-only enzyme signal, 0 = enzyme-free wells; activation factor at 10 µM; hit rate 0.24% among 330,000;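 active = activation factor of at least 2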; note: the source names both 10 and 20 µM as test concentration; values of inactives mirror those of a sister screen read the other way
#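 Assay system: mouse IAP enzyme; Reagent: CDP-Star chemiluminescent phosphatase substrate; Compound: DMSO-dissolved test compounds; Incubation: 30 min, room temperature; Technique: luminescence from enzymatic CDP-Star hydrolysis; Controls: DMSO-only wells and no-enzyme negative control.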
# APOBEC3A inh: blocks human APOBEC3A ssDNA deamination. P31941. recombinant A3A, FAM/TAMRA ssDNA deamination fluorescence. inhibition, % at 20 µM. hit rate 0.41% among 330,000. AID 493011;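 active = at least 40% inhibition at 20 µM here, with at most 30% in a related deaminase screen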;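 note: plate controls were A3A with DMSO for no effect and wells lacking A3A enzyme for full effect; some results filed as inactive read as strong as hits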
# APOBEC3G inh: blocks human APOBEC3G single-stranded DNA deamination; inhibition, % at 20 µM; Q9HC16; AID 493012; recombinant A3G, ssDNA deamination FAM/TAMRA fluorescence; hit rate 0.28% among 330,000;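 active = inhibition of at least 40% at 20 µM, with no more than 30% in the related APOBEC3A deaminase screen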;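 note: plate controls were DMSO wells with A3G for no effect and wells lacking A3G enzyme for full effect; some compounds called inactive have numbers as strong as hits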
# Target sequence (Q9HC16 whole entry, looked up): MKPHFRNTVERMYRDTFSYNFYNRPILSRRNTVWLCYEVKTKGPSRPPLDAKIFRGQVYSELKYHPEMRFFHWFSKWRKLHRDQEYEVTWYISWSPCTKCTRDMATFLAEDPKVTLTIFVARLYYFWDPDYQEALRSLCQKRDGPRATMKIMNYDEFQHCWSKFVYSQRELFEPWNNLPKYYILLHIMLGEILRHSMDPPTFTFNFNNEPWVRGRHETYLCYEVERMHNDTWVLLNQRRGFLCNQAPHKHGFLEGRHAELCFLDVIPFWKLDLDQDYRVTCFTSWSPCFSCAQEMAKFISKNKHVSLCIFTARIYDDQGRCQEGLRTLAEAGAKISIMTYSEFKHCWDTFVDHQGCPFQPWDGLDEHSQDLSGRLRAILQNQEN
# An asterisk follows results filed as active; . = not tested or not shown.
1	COC(=O)Cn1c(=NC(=O)c2ccc(S(=O)(=O)N3CCc4ccccc4C3)cc2)sc2cc(OC)ccc21
2	CC(=O)Nc1cccc(NC(=O)CSc2nc(=O)n(Cc3ccccn3)c3c2CCC3)c1
3	Cc1oc2ccc(NS(=O)(=O)c3ccc(F)cc3)cc2c1C(=O)O
4	O=C1CSC(=S)N1c1ccc(F)cc1
5	Cc1ccc(Cn2c(SCC(=O)N/N=C/c3ccc(C)o3)nc3ccccc32)cc1
6	Cc1ccccc1NC(=S)NCCC(c1ccccc1)c1ccccc1

Compound	1	2	3	4	5	6
hIAP activ	0.87	1	1	1.1	1.1	1
beta cell repl	0	-1	-1	-4	-2	-4
hIAP block	13	0	0	-12	-14	-1
MPTP inh	-1.1	1.5	-1.1	.	4.7	0.5
GRIN3A LBD mod	-1	3	-1	.	0	-7
mIAP block	11	-3	1	14	4	-269
mIAP act	0.89	1	0.99	0.86	0.96	3.7*
APOBEC3A inh	-4	-6	-2	4	3	3
APOBEC3G inh	-7	-12	-1	2	2	2

7	CN(C1CCCCC1)S(=O)(=O)Cc1ccccc1
8	CC(=O)c1ccc(NC(=O)C[n+]2ccccc2)cc1
9	O=C(Nc1ccc(F)c(Cl)c1)C1CC(=O)N(Cc2ccccc2)C1 (stereo unspecified)
10	O=C(N1CCN(c2ccccc2)CC1)C12CC3CC(CC(C3)C1)C2
11	C/C(=N\NC(=O)c1cc(C)nc2ccc(C)cc12)c1ccncc1
12	COC(=O)c1nn(-c2ccccc2)c(=O)cc1O

Compound	7	8	9	10	11	12
hIAP activ	0.91	0.92	1	0.93	0.93	0.98
beta cell repl	1	-3	-5	0	-4	1
hIAP block	9	8	-2	7	7	2
MPTP inh	-0.6	0.6	0.5	1.2	0.2	-0.5
GRIN3A LBD mod	0	-1	0	-1	3	-2
mIAP block	-4	12	4	21	4	-1
mIAP act	1	0.89	0.96	0.79	0.96	1
APOBEC3A inh	0	-1	-4	3	-1	-1
APOBEC3G inh	-5	-4	-7	-1	-8	-3

13	O=C(O)CCC(=O)Nc1ccc(Br)cc1C(=O)c1ccc(Cl)cc1
14	CC(CCc1ccc(O)cc1)N1CCC(Oc2ccc(C(=O)N3CCCC3)cc2)CC1 (stereo unspecified)
15	Cc1ccc(N2C(=O)C3C4C=CC(CC4)C3C2=O)cc1[N+](=O)[O-] (stereo unspecified)
16	COc1ccc(NC(=S)Nc2ccc3cn[nH]c3c2)cc1
17	CC(C)(C)c1ccc(CNc2cc(N3CCOCC3)ccc2[N+](=O)[O-])cc1
18	CCCCNC(=O)C1Cc2cc(S(=O)(=O)N3CCCCC3)ccc2N1C(C)=O (stereo unspecified)

Compound	13	14	15	16	17	18
hIAP activ	0.86	1.4	0.8	1.1	0.82	1.1
beta cell repl	-1	-2	1	3	0	-3
hIAP block	14	-36	20	-5	18	-9
MPTP inh	0.8	0.4	-0.5	1.2	3.7	-0.3
GRIN3A LBD mod	0	1	-2	10	1	1
mIAP block	2	-4	-3	0	0	0
mIAP act	0.98	1	1	1	1	1
APOBEC3A inh	3	0	-4	4	-18	0
APOBEC3G inh	1	-7	-7	3	-1	-1

# Sorted by SMILES length (ascending): some entries from above.
18	CCCCNC(=O)C1Cc2cc(S(=O)(=O)N3CCCCC3)ccc2N1C(C)=O (stereo unspecified)
15	Cc1ccc(N2C(=O)C3C4C=CC(CC4)C3C2=O)cc1[N+](=O)[O-] (stereo unspecified)
14	CC(CCc1ccc(O)cc1)N1CCC(Oc2ccc(C(=O)N3CCCC3)cc2)CC1 (stereo unspecified)

Compound	18	15	14
hIAP activ	1.1	0.8	1.4
beta cell repl	-3	1	-2
hIAP block	-9	20	-36
MPTP inh	-0.3	-0.5	0.4
GRIN3A LBD mod	1	-2	1
mIAP block	0	-3	-4
mIAP act	1	1	1
APOBEC3A inh	0	-4	0
APOBEC3G inh	-1	-7	-7

# (continued)
19	CCOC(=O)N1CCC(n2c(=S)[nH]c3cc(OC)c(OC)cc3c2=O)CC1
20	N/C(CSc1ncccc1C(F)(F)F)=N\O
21	Cc1cc(NC(=O)c2ccc(Cl)c([N+](=O)[O-])c2)no1
22	O=C(NCc1ccccc1)NC(=O)c1ccccc1
23	Cc1ccc(C)c(OCCC(=O)Nc2cccc(S(=O)(=O)NC3=NCCCCC3)c2)c1
24	C=CCNC(=S)N1CCN(CCN=CC2=C(O)CC(c3ccco3)CC2=O)CC1 (stereo unspecified)

Compound	19	20	21	22	23	24
hIAP activ	0.97	1	0.83	1.2	1.1	1
beta cell repl	-3	-3	0	-1	-3	-2
hIAP block	3	-3	17	-16	-14	-2
MPTP inh	2.0	2.7	2.5	-0.3	-1.2	-4.0
GRIN3A LBD mod	2	1	-78	0	1	0
mIAP block	-5	1	-3	-17	-17	8
mIAP act	1.1	0.99	1	1.2	1.2	0.92
APOBEC3A inh	-3	-1	-1	-7	0	-5
APOBEC3G inh	-5	-11	-7	3	-3	-3

25	COCCCn1c(=O)/c(=C\c2ccc(OC(F)F)c(OC)c2)s/c1=C(/C#N)C(N)=O
26	CC(NS(=O)(=O)c1ccc(OCC(=O)NCc2cccnc2)cc1)c1ccccc1 (stereo unspecified)
27	Nc1ccccc1OCCOCCOCCOc1ccccc1N
28	Nc1cc(OC(=O)c2ccc(F)cc2)nn1S(=O)(=O)c1ccc(F)cc1
29	COc1cccc(/C=C/C(=O)OC(C)C(=O)Nc2c(C)n(C)n(-c3ccccc3)c2=O)c1 (stereo unspecified)
30	COc1ccc(C(C(=O)NC2CCCC2)N(Cc2ccccc2)C(=O)CNC(=O)c2ccco2)cc1 (stereo unspecified)

Compound	25	26	27	28	29	30
hIAP activ	0.83	0.88	0.95	1	1	0.98
beta cell repl	9.0*	9	0	-2	-1	-1
hIAP block	17	12	5	0	0	2
MPTP inh	3.8	1.0	0.2	-1.9	0.4	-2.3
GRIN3A LBD mod	1	0	7	0	3	1
mIAP block	9	9	4	5	3	-2
mIAP act	0.91	0.91	0.96	0.95	0.97	1
APOBEC3A inh	-1	-4	-4	-1	4	4
APOBEC3G inh	-6	-13	-6	-6	-9	1

31	S=C1NC[C@H](c2ccccc2)N1CC1CCCCC1
32	Cc1cccc(-c2nsc(SCC(=O)Nc3ccc4c(c3)OCO4)n2)c1
33	COc1ccc(S(=O)(=O)N2CN3CCN(C3)C2)cc1OC
34	O=C(OCc1c(Cl)cccc1Cl)c1cccnc1
35	c1ccc2c(c1)Oc1ccccc1S2
36	O=C(/C=C/c1cccc([N+](=O)[O-])c1)OCC(=O)N1CCN(C(=O)c2ccco2)CC1

Compound	31	32	33	34	35	36
hIAP activ	0.95	0.98	1.2	0.85	0.95	0.89
beta cell repl	-3	-6	-2	-2	1	-2
hIAP block	5	2	-17	14	5	11
MPTP inh	0.6	54*	0.2	0.7	-0.5	-0.4
GRIN3A LBD mod	0	6	-1	-1	-1	-3
mIAP block	-4	2	-1	-7	0	1
mIAP act	1	0.98	1	1.1	1	0.99
APOBEC3A inh	-10	0	-2	1	2	-6
APOBEC3G inh	-15	-2	-11	-2	-5	-6

# Reprinted from the part before: two compounds, followed by the next part.
35	c1ccc2c(c1)Oc1ccccc1S2
36	O=C(/C=C/c1cccc([N+](=O)[O-])c1)OCC(=O)N1CCN(C(=O)c2ccco2)CC1
37	Cc1ccc(C(OCC(O)CNC(C)c2ccccc2)c2ccccc2)cc1 (stereo unspecified)
38	COc1ccc2nc(N/C(N)=N/C(=S)Nc3cccc(C)c3)nc(C)c2c1
39	COc1ccc(/C=N\NC(=O)COc2ccccc2)c(C(=O)O)c1OC
40	CCn1ncc(Cl)c1C(=O)NC(C)c1ccccc1 (stereo unspecified)
41	O=C(/C=C/c1ccc(Cl)cc1)NC(=S)Nc1ccccc1C(=O)O
42	CC1(C)C2CC=C(/C=N/NC(=O)c3ccccc3Br)C1C2 (stereo unspecified)

Compound	35	36	37	38	39	40	41	42
hIAP activ	0.95	0.89	1	1.3	1.3	1.1	0.87	0.88
beta cell repl	1	-2	-6	-3	0	-2	-6	-2
hIAP block	5	11	0	-30	-34	-7	13	12
MPTP inh	-0.5	-0.4	80*	-0.3	1.6	0.0	3.3	1.6
GRIN3A LBD mod	-1	-3	5	4	0	1	-6	3
mIAP block	0	1	6	-6	0	-1	14	7
mIAP act	1	0.99	0.94	1.1	0.99	1	0.86	0.93
APOBEC3A inh	2	-6	-2	4	-2	-4	0	1
APOBEC3G inh	-5	-6	-2	3	3	-4	2	-3

# Profiles, quoted from the list. Order of values: hIAP activ, beta cell repl, hIAP block, MPTP inh, GRIN3A LBD mod, mIAP block, mIAP act, APOBEC3A inh, APOBEC3G inh
# Profile of O=C(N1CCN(c2ccccc2)CC1)C12CC3CC(CC(C3)C1)C2 = 0.93, 0, 7, 1.2, -1, 21, 0.79, 3, -1
# Profile of Nc1ccccc1OCCOCCOCCOc1ccccc1N = 0.95, 0, 5, 0.2, 7, 4, 0.96, -4, -6
# Profile of Cc1ccccc1NC(=S)NCCC(c1ccccc1)c1ccccc1 = 1, -4, -1, 0.5, -7, -269, 3.7*, 3, 2
# Profile of Cc1cc(NC(=O)c2ccc(Cl)c([N+](=O)[O-])c2)no1 = 0.83, 0, 17, 2.5, -78, -3, 1, -1, -7

# Continued:
43	CCOC(=O)CSc1ccc2nnc(-c3cccs3)n2n1
44	Cc1ccccc1NC(=O)CSCCN1C(=O)c2ccccc2C1=O
45	O=C(NCC(c1cccs1)N1CCOCC1)c1cc(=O)[nH]c2ccccc12 (stereo unspecified)
46	CC1(C)CC(N2CCC(=O)NC2=S)CC(C)(C)N1
47	CNC(=O)C(=O)Nc1c(O)c2ccccc2[nH]c1=O

Compound	43	44	45	46	47
hIAP activ	0.97	1.1	0.96	0.93	1.1
beta cell repl	3	5	-2	-1	-5
hIAP block	3	-9	4	7	-7
MPTP inh	-1.2	0.8	0.3	-0.3	0.1
GRIN3A LBD mod	1	-2	1	-1	2
mIAP block	7	-3	2	-7	-1
mIAP act	0.93	1	0.98	1.1	1
APOBEC3A inh	2	-1	-1	-1	-5
APOBEC3G inh	-3	-2	-8	10	-2
